Bioassay records as filed in PubChem.
Rpn11 block: Rpn11 (PSMD14) deubiquitinase inhibitors, primary screen, biochemical, fluorescence polarization, uHTS; human 26S proteasome, Ub4-pepOG fluorescence polarization; 20S core pre-blocked with epoxomicin; calls only at 20 µM; 0.59% of 360,000 active; AID 588493, 2011;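 active = inhibition at 20 µM, scaled to each plate's controls, above about 33%, limit read from the data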
Scp1 inh: Scp-1 phosphatase inhibitors, primary screen, biochemical, colorimetric, uHTS | inhibition, % at 20 µM | Recombinant Scp1, phosphopeptide, malachite green phosphate absorbance | 0.88% of 340,000 active | AID 493091, 2011 | Carboxy-terminal domain RNA polymerase II polypeptide A small phosphatase 1 (Homo …;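 active = inhibition above about 50% at 20 µM, limit read from the data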;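 note: plate controls were DMSO wells with enzyme for no effect and wells lacking enzyme for full effect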
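Test system: SCP-1 phosphatase catalytic domain, residues 76-261 | Compound dosing: One concentration, 20 µM, with 1.0% DMSO | Schedule: 45 min room-temperature reaction, 5 min colour, 30 min stabiliser | Detection: Absorbance at 630 nm | Read-out basis: % inhibition of SCP-1 phosphate liberation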
LMPTP inh: LMPTP phosphatase inhibitors, primary screen, biochemical, fluorescence intensity, uHTS | recombinant LMPTP-A, OMFP fluorogenic substrate | inhibition, % at 20 µM | 0.22% of 360,000 active;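 active = compounds that cut the enzyme signal by at least half of the control window in the single-dose screen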;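 note: plate controls were DMSO wells with enzyme plus substrate for no effect and substrate without enzyme for full effect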
Target sequence (P24666 whole entry, looked up): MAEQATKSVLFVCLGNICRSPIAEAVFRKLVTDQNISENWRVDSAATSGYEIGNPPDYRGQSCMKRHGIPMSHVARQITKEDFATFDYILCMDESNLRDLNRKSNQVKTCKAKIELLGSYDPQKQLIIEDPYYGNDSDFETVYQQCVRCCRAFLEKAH
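Assay system: LMPTP-A phosphatase enzyme | Input: 0.625 nM enzyme | Also added: Fluorogenic phosphatase substrate OMFP at 400 µM final | Compound dosing: One test concentration per compound, 20 µM, with 3% DMSO overall | Schedule: 50 min enzyme reaction at room temperature, protected from light | Signal: Fluorescence intensity | Benchmarks: no-enzyme and uninhibited controls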
CSN inh: inhibitors of CSN-mediated cullin deneddylation, primary screen, biochemical, fluorescence polarization, uHTS; Purified CSN, SCF-Nedd8-OG deneddylation; inhibition, % at 12.5 µM; AID 651999, 2013; 0.38% of 360,000 active; COP9 signalosome complex subunit 5 (Homo sapiens), Q92905;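 active = pattern-corrected inhibition above about 35%, with an unprinted fluorescence ratio check between 0.5 and 1.5, limit read from the data, passing the limit was not always enough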;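 note: 0% = enzyme with substrate and 100% = substrate without enzyme; some results filed as inactive read as strong as hits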
Target sequence (Q92905 whole entry, looked up, one chain of several): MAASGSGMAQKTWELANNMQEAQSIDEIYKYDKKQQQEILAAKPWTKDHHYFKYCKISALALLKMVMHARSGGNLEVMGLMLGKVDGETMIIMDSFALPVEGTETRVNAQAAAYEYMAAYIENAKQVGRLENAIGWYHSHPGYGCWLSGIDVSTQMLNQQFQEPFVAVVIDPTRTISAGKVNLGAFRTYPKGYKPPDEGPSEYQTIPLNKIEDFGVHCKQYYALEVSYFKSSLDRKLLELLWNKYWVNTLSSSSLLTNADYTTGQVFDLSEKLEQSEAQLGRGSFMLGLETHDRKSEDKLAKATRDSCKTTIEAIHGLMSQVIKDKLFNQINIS
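Test system: purified human Csn5 enzyme expressed in HEK293T cells. Amount: 0.24 nM enzyme. Reagent: SCFSkp2-Nedd8OG substrate at 10 nM final. Schedule: 90 min incubation of compound, enzyme and substrate at room temperature. Detection: fluorescence polarization. Read-out: % inhibition of substrate cleavage by Csn5.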
SUMO1-SIM PPI: modulators of SUMO1 protein-protein interactions, primary screen, biochemical, uHTS; SUMO1 binding to a labelled peptide, TR-FRET, 1 h; inhibition, % at 20 µM; AID 602429, 2012; 0.33% of 360,000 active; in the data active = inhibition above about 37%
TbMetRS inhib: T. brucei MetRS inhibitors, primary screen, biochemical, luminescence; purified T. brucei MetRS, ATP depletion, Kinase-Glo luminescence; 0.4% of 360,000 active; AID 624268, 2012; inhibition, % at 11.9 µM; methionyl-tRNA synthetase (Trypanosoma brucei brucei);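 active = inhibition above a per-plate cutoff of the control wells' mean inhibition plus 3 SD, cut at about 5.5% in these data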;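 note: 0% = DMSO wells median and 100% = median of wells with control inhibitor compound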
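Material – parasite MetRS enzyme · Medium – HEPES-MgCl2-KCl buffer plus DTT, spermine, BSA, pyrophosphatase · Reagent – ATP, methionine and E. coli bulk tRNA substrates · Times – 15 min enzyme-compound preincubation, 2 h reaction, 10 min detection, 25 °C · Measured by – luminescence of leftover ATP · Evaluation – percent inhibition relative to median high and low control wells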
STEP block: STEP phosphatase inhibitors, primary screen, biochemical, fluorescence intensity, uHTS. recombinant STEP, OMFP fluorogenic substrate. AID 588621, 2011. 0.25% of 360,000 active. Tyrosine-protein phosphatase non-receptor type 5 (Homo sapiens), P54829. inhibition, % at 20 µM;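 active = inhibition at 20 µM, scaled per plate between control wells, above about 37%, limit read from the data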;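 note: 0% = DMSO with enzyme and substrate and 100% = substrate only without enzyme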
Target sequence (P54829 whole entry, looked up): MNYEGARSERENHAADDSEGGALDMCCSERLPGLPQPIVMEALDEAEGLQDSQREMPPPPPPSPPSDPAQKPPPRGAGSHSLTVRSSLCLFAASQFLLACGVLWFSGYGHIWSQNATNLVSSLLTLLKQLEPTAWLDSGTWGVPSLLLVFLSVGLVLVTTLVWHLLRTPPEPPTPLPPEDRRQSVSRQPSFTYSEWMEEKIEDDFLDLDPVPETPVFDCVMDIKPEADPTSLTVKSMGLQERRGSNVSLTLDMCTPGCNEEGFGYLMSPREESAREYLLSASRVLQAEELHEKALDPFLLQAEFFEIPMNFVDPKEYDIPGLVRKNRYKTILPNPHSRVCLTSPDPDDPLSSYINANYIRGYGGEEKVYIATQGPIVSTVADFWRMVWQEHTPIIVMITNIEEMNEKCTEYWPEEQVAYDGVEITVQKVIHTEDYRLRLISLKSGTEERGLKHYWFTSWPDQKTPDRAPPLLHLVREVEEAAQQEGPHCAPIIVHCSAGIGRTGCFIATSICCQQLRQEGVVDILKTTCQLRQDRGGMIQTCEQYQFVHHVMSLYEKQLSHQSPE
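System: STEP (striatal-enriched tyrosine phosphatase) enzyme, cell-free; medium: Bis-Tris pH 6.0 buffer with DTT, detergent; dosing: 20 µM, 1% DMSO; times: reaction 20 min, ambient temperature; detection: fluorescence, 480/540 nm; read-out basis: normalized % inhibition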
NadD block: inhibitors of S. aureus NadD, primary screen, biochemical, colorimetric, uHTS. Nicotinate-nucleotide adenylyltransferase NadD (Staphylococcus aureus N315). purified NadD enzyme, colorimetric absorbance read-out. inhibition, % at 20 µM. 0.78% of 360,000 active; in the data active = inhibition above about 26%; note: some compounds past the cut are filed as inactive
MsrA inh: bovine MsrA enzyme inhibitors, primary screen, biochemical, absorbance, HTS. Methionine sulfoxide reductase A (Bos taurus). purified bovine MsrA, absorbance read-out. inhibition, % at 15.5 µM. 0.75% of 360,000 active. AID 651718, 2012; in the data active = inhibition above about 4.5%;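 note: 0% = vehicle wells with enzyme and 100% = reference inhibitor wells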
DNMT1 inh: human DNMT1 methyltransferase inhibitors, primary screen, biochemical, molecular beacon, fluorescence, HinP1I cleavage, uHTS. inhibition (reported as % activation of signal), % at 10 µM. 0.83% of 360,000 active. AID 588458, 2011; in the data active = inhibition above about 50%
* hit, by the source's call.

Screening COc1cc(/C=C(\CCC(=O)O)c2nc3ccccc3s2)ccc1OCC(=O)Nc1c(Cl)cccc1Cl returned Rpn11 block active, Scp1 inh 75*, LMPTP inh 44, CSN inh 7, SUMO1-SIM PPI 95*, TbMetRS inhib 0.5, STEP block 49*, NadD block 20, MsrA inh -0.9 and DNMT1 inh 52*.
CCN(CC)Cc1c(O)c(Cl)cc2c(C)cc(=O)oc12 was read as Rpn11 block inactive, Scp1 inh 24, LMPTP inh 0.4, CSN inh -1, SUMO1-SIM PPI -1, TbMetRS inhib -0.8, STEP block 1, NadD block 2, MsrA inh 1.9 and DNMT1 inh 40.
Screening COC(=O)c1sccc1NC(=O)CSc1ccc(Cl)cc1 returned Rpn11 block inactive, Scp1 inh -7, LMPTP inh 2.3, CSN inh -1, SUMO1-SIM PPI -3, TbMetRS inhib -0.6, STEP block -2, NadD block 6, MsrA inh -0.9 and DNMT1 inh -3.
Screening CCc1ccc(-c2nc(SCC(=O)N(C)C3CCS(=O)(=O)C3)n[nH]2)cc1 (configuration not stated) returned Rpn11 block inactive, Scp1 inh -1, LMPTP inh 0.0, CSN inh 1, SUMO1-SIM PPI 5, TbMetRS inhib -0.3, STEP block 0, NadD block 0, MsrA inh -1.0 and DNMT1 inh -2.
Screening Clc1ccc(/C=C/c2nc3ccccc3[nH]2)c(Cl)c1 returned Rpn11 block inactive, Scp1 inh -51, LMPTP inh 1.8, CSN inh 0, SUMO1-SIM PPI 0, TbMetRS inhib -2.0, STEP block 4, NadD block -25, MsrA inh 2.0 and DNMT1 inh -4.
For COc1cc(Cl)ccc1OCc1cc(C(=O)N2C[C@]3(C)C[C@H]2CC(C)(C)C3)no1 the results were Rpn11 block inactive, Scp1 inh -12, LMPTP inh 5.8, CSN inh 5, SUMO1-SIM PPI 2, TbMetRS inhib 0.4, STEP block 2, NadD block 3, MsrA inh -0.2 and DNMT1 inh 1.
For Cc1nc(-c2ccc(NS(C)(=O)=O)cc2)cs1 the results were Rpn11 block inactive, Scp1 inh -5, LMPTP inh -0.8, CSN inh 6, SUMO1-SIM PPI 1, TbMetRS inhib -1.7, STEP block 1, NadD block 1, MsrA inh 0.3 and DNMT1 inh 0.
`O=C(CSc1nn(-c2ccc(Cl)cc2)c(=S)s1)N1CCN(C(=O)c2ccco2)CC1` gave Rpn11 block inactive, Scp1 inh -1, LMPTP inh -0.6, CSN inh -2, SUMO1-SIM PPI -2, TbMetRS inhib -1.5, STEP block -2, NadD block -1, MsrA inh 0.0 and DNMT1 inh 6.
`COc1ccc(-c2cc(C)no2)cc1S(=O)(=O)NCc1ccc(OC(C)C)cc1` gave Rpn11 block inactive, Scp1 inh -8, LMPTP inh -0.5, CSN inh -5, SUMO1-SIM PPI 1, TbMetRS inhib 0.3, STEP block 3, NadD block -4, MsrA inh -1.1 and DNMT1 inh 0.
Screening CC1(C(=O)Nc2nccs2)CCN1C(=O)CC(c1ccccc1)c1ccccc1 (configuration not stated) returned Rpn11 block inactive, LMPTP inh 0.6, CSN inh -1, SUMO1-SIM PPI 9, TbMetRS inhib -0.3, STEP block 0, NadD block 5, MsrA inh 0.1 and DNMT1 inh 1.

Quoted at random: two records from the list
For Cc1nc(-c2ccc(NS(C)(=O)=O)cc2)cs1 the results were Rpn11 block inactive, Scp1 inh -5, LMPTP inh -0.8, CSN inh 6, SUMO1-SIM PPI 1, TbMetRS inhib -1.7, STEP block 1, NadD block 1, MsrA inh 0.3 and DNMT1 inh 0.
For COc1cc(Cl)ccc1OCc1cc(C(=O)N2C[C@]3(C)C[C@H]2CC(C)(C)C3)no1 the results were Rpn11 block inactive, Scp1 inh -12, LMPTP inh 5.8, CSN inh 5, SUMO1-SIM PPI 2, TbMetRS inhib 0.4, STEP block 2, NadD block 3, MsrA inh -0.2 and DNMT1 inh 1.

New compounds follow.
Cn1c(Cn2c(=O)sc3ccccc32)nnc1SCC(=O)Nc1cccc(Cl)c1 was read as Rpn11 block inactive, Scp1 inh -7, LMPTP inh 1.2, CSN inh 0, SUMO1-SIM PPI -4, TbMetRS inhib 0.2, STEP block 1, NadD block 5, MsrA inh 0.3 and DNMT1 inh -2.
Cc1nc(CS(=O)(=O)c2ccccc2)cc(Sc2ccc(Cl)cc2Cl)n1 was read as Rpn11 block inactive, Scp1 inh -2, LMPTP inh 3.5, CSN inh 2, SUMO1-SIM PPI -2, TbMetRS inhib -0.8, STEP block 0, NadD block -8, MsrA inh 1.4 and DNMT1 inh -1.
Screening COc1ccc(OC)c(C(=O)NC(CC(N)=O)c2ccc(N3CCC(Cc4ccccc4)CC3)c([N+](=O)[O-])c2)c1 (configuration not stated) returned Rpn11 block inactive, Scp1 inh -9, LMPTP inh 0.3, CSN inh -7, SUMO1-SIM PPI -5, TbMetRS inhib -0.3, STEP block -1, NadD block -10, MsrA inh 0.4 and DNMT1 inh -6.
`CCc1ccc(CN2CCC(n3nccc3NC(=O)Cc3ccccc3)CC2)o1` gave Rpn11 block inactive, Scp1 inh -10, LMPTP inh -0.7, CSN inh 4, SUMO1-SIM PPI -1, TbMetRS inhib -0.5, STEP block -2, NadD block -3, MsrA inh -1.4 and DNMT1 inh 0.
`CCOc1ccc(NC(=S)NCc2ccc3c(c2)OCO3)cc1` gave Rpn11 block inactive, Scp1 inh -7, LMPTP inh 0.2, CSN inh 3, SUMO1-SIM PPI 0, TbMetRS inhib -1.3, STEP block 0, NadD block -4, MsrA inh -1.0 and DNMT1 inh -5.
For CCCS(=O)(=O)NC(=O)C1(C)CCCN(C(=O)c2ccc(C(F)(F)F)nc2C)C1 (configuration not stated) the results were Rpn11 block inactive, LMPTP inh -2.0, CSN inh 4, SUMO1-SIM PPI 0, TbMetRS inhib 0.2, STEP block 1, NadD block 0, MsrA inh 0.6 and DNMT1 inh 7.
Cc1cccn2c(CNCCc3ccco3)c(C(=O)N3CCOCC3)nc12 was read as Rpn11 block inactive, Scp1 inh -2, LMPTP inh 1.1, CSN inh 2, SUMO1-SIM PPI 0, TbMetRS inhib -0.6, STEP block 0, NadD block -5, MsrA inh -0.3 and DNMT1 inh 0.
`O=C(NNC(=O)c1cc([N+](=O)[O-])ccc1Cl)c1cccnc1` gave Rpn11 block inactive, Scp1 inh -2, LMPTP inh -0.3, CSN inh -2, SUMO1-SIM PPI -24, TbMetRS inhib -0.1, STEP block 2, NadD block 3, MsrA inh 1.2 and DNMT1 inh -1.
Screening CCOC(=O)C(NC(=O)Nc1ccc(O)cc1)(c1ccccc1)C(F)(F)F (configuration not stated) returned Rpn11 block inactive, Scp1 inh -8, LMPTP inh -1.9, CSN inh -17, SUMO1-SIM PPI -1, TbMetRS inhib -0.4, STEP block -2, NadD block -1, MsrA inh 0.3 and DNMT1 inh -4.
Screening CCCC(NC(=O)C(C)N1CCN(S(=O)(=O)c2ccccc2)CC1)c1ccccc1 (configuration not stated) returned Rpn11 block inactive, Scp1 inh -10, LMPTP inh 0.1, CSN inh -1, SUMO1-SIM PPI 0, TbMetRS inhib -0.1, STEP block 2, NadD block -7, MsrA inh 0.8 and DNMT1 inh 1.

Structures shown so far that contain a nitro group on carbon, in the order listed:
Screening COc1ccc(OC)c(C(=O)NC(CC(N)=O)c2ccc(N3CCC(Cc4ccccc4)CC3)c([N+](=O)[O-])c2)c1 (configuration not stated) returned Rpn11 block inactive, Scp1 inh -9, LMPTP inh 0.3, CSN inh -7, SUMO1-SIM PPI -5, TbMetRS inhib -0.3, STEP block -1, NadD block -10, MsrA inh 0.4 and DNMT1 inh -6.
`O=C(NNC(=O)c1cc([N+](=O)[O-])ccc1Cl)c1cccnc1` gave Rpn11 block inactive, Scp1 inh -2, LMPTP inh -0.3, CSN inh -2, SUMO1-SIM PPI -24, TbMetRS inhib -0.1, STEP block 2, NadD block 3, MsrA inh 1.2 and DNMT1 inh -1.

(listing goes on)
`COC(=O)CCCCCNC(=S)Nc1ccc2[nH]c(=O)[nH]c2c1` gave Rpn11 block inactive, Scp1 inh -14, LMPTP inh 0.2, CSN inh 5, SUMO1-SIM PPI 2, TbMetRS inhib 0.1, STEP block 0, NadD block 3, MsrA inh -0.2 and DNMT1 inh -1.
Screening CC(=O)c1ccc(S(=O)(=O)Nc2cccc(-n3cnnn3)c2)cc1 returned Rpn11 block inactive, Scp1 inh 77*, LMPTP inh 18, CSN inh 27, SUMO1-SIM PPI 21, TbMetRS inhib 0.0, STEP block 97*, NadD block 5, MsrA inh 0.3 and DNMT1 inh 100*.
For COc1cc2cc(CN(CCO)S(=O)(=O)c3ccccc3)c(=O)[nH]c2cc1OC the results were Rpn11 block inactive, Scp1 inh 0, LMPTP inh -0.5, CSN inh -9, SUMO1-SIM PPI 3, TbMetRS inhib -0.3, STEP block -5, NadD block -1, MsrA inh 2.6 and DNMT1 inh 0.
Screening COC(=O)COc1cccc(-n2cnnn2)c1 returned Rpn11 block inactive, Scp1 inh -6, LMPTP inh -0.6, CSN inh -1, SUMO1-SIM PPI 2, TbMetRS inhib 0.0, STEP block -2, NadD block 1, MsrA inh -1.6 and DNMT1 inh 9.
Screening C=CCN1CCN(C(CC(C)C)c2nnnn2CCOC)CC1 (configuration not stated) returned Rpn11 block inactive, Scp1 inh 2, LMPTP inh -6.1, CSN inh 1, SUMO1-SIM PPI -2, TbMetRS inhib -1.4, STEP block -4, NadD block -7, MsrA inh 0.2 and DNMT1 inh 2.
